# HTT cytoprotect = cytoprotection in Huntington HTT-Q103 PC12 cell model; PC12 HTT-Q103 induced, cytoprotection, ATP luminescence, 40 h; Potency, µM (doses to about 56.4 µM), for the others: cytoprotection (ATP increase), most hits filed as activators; hit rate 0.14% among 230,000;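 also: potency is read from the fitted curve at half-maximal effect; % of control where 0% means no effect; nearly all actives have a fitted effect of over 45% in size; toxic huntingtin expression switched on by the ecdysone agonist tebufenozide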
#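 Readout: ATPlite luminescence (ATP level). Model: stable PC12, inducible Htt exon1 Q103-GFP. Inducer: tebufenozide, 100 nM final. Compounds: dose series. No G418 in medium.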
# CBFb-RUNX1 inh = CBF-beta/RUNX1 interaction disruption | AlphaScreen CBFb-His/RUNX1-biotin binding, biochemical | Potency, µM (doses to about 59.8 µM), without a hit: at the highest dose activity, negative = inhibition, usual class: inhibitors | 230,000 tested, under 10 active; also: % of control where 0% means no effect
# Target sequence (Q01196 whole entry, looked up): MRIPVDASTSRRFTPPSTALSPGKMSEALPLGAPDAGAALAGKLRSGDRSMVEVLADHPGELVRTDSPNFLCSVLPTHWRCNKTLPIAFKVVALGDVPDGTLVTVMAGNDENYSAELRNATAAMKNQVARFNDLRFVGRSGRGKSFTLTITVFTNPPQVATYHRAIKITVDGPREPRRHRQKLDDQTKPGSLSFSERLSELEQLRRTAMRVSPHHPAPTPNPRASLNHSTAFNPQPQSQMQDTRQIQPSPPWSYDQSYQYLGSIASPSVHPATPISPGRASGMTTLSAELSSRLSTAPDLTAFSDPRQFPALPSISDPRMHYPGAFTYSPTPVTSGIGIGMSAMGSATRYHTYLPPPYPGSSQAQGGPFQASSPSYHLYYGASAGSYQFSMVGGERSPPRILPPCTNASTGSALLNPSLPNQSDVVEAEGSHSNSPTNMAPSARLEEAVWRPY
# Target sequence (Q13951 whole entry, looked up): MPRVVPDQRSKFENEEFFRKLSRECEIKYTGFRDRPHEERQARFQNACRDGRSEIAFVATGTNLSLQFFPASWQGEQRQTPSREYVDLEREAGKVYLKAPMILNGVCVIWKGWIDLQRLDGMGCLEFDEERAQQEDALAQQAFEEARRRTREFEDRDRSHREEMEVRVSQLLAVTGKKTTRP
#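 CBF-beta (His) and RUNX1 (biotin), 30 nM each; 20 min preassociation; + compound, 15 min; + beads 50 ng each (Ni, streptavidin), 90 min; RT; AlphaScreen read.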
# SMN2 splice enh = SMN2 splice variant enhancement | HEK293 SMN2-luciferase splicing reporter, luminescence, 30-36 h | Potency, µM (doses to about 46.1 µM), inactives show at the highest dose activity change, positive = activation, most hits filed as activators | hit rate 2.8% among 210,000; also: potency is read from the fitted curve at half-maximal effect; % of control where 0% means no effect; nearly all actives have a fitted effect of over 55% in size
#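 qHTS luciferase splicing reporter: luminescence rises when SMN2 exon 7 is included in transfected HEK293 cells. Compound exposure lasted 30-36 h at 37C, with 4.5 mM final sodium butyrate as control, followed by a ONE-Glo read.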
# Lamin A splicing = changes lamin A minigene splicing in HeLa cells | HeLa LMNA splicing GFP/RFP minigene ratio, 48 h | Potency, µM (titrated, usually from 46.1 µM), inactives show top-dose ratio change, negative = inhibition, hits mostly inhibitors | hit rate 0.01% among 200,000 | AID 1487; active = well fitted inhibition curve with a large enough effect in the signal ratio, with a control signal flat, not every such curve was filed as active; inconclusive = small, poorly fitted or top-dose-only effect, or effect the other way, or a change in a side signal; the % refers to the signal ratio; also: potency is read from the fitted curve at half-maximal effect; % is scaled to controls: 0 for no effect and ±100 for the full control effect
#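 S3 HeLa cells stably expressing lamin A-EGFP splicing minigene plus DsRed2, 600 cells/well, 48 h compound exposure at 37C. Laser-scanning cytometry; analysed as GFP (500-530 nm)/RFP (575-640 nm) total intensity ratio; 0.5% DMSO vehicle.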
# HttQ103 aggreg = reduces HttQ103-GFP aggregates in PC12 cells. PC12 HttQ103-GFP aggregates, Acumen cytometry, 40 h. Potency, µM (highest dose often 46.1 µM), inactives show at the top dose activity change, negative = inhibition, most hits filed as inhibitors. hit rate 1.1% among 220,000. AID 1688; also: potency is read from the fitted curve at half-maximal effect; % is scaled to controls: 0 for no effect and ±100 for the full control effect; nearly all actives have a fitted effect of over 60% in size
#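 Huntingtin Q103 exon 1–GFP aggregates in induced PC12 cells (100 nM tebufenozide) were quantified by cytometry from lysates, with compounds dosed in titration.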
# Numbers without * were called inactive; u = inconclusive; x = not tested or not shown; [ ] = remark or other dose. Unless noted, calls follow the shape of the dose curve; as a rule, active = well fitted curve in the direction sought with a large enough effect; inconclusive = small, poorly fitted or top-dose-only effect, or another doubt; inactive = no such curve, though single readings can be large; an effect the other way counts as inactive or inconclusive. A portion of the library (hit frequency here may not be typical).
(1) COc1ccc(Cn2c(SCc3ccc(C(=O)NC4CCCC4)cc3)nc3ccncc32)cc1
(2) O=C(CSc1nc2ccccc2n1Cc1cccc(Cl)c1)N1CCN(c2ccc(F)cc2)CC1
(3) CCCCn1cnc2cc(NCc3ccccc3Cl)ccc21
(4) O=C(CCCCCn1c(=O)c2sccc2n(CC(=O)Nc2cccc(Cl)c2)c1=O)NCc1ccc2c(c1)OCO2
(5) COc1cc(C(c2c(C)[nH][nH]c2=O)c2c(C)[nH][nH]c2=O)ccc1OC(=O)c1cccc(C)c1
(6) COCCn1c(SCC(=O)Nc2ccc(F)c(Cl)c2)nc2c(oc3ccccc32)c1=O

Assay by compound	1	2	3	4	5	6
HTT cytoprotect	x	x	x	x	x	x
CBFb-RUNX1 inh	x	x	x	x	x	x
SMN2 splice enh	-11%	u	18%	-16%	3%	-1%
Lamin A splicing	x	x	x	x	x	x
HttQ103 aggreg	x	x	x	x	x	x

# Five entries from above, bar-delimited:
nr | canonical_smiles | HTT cytoprotect | CBFb-RUNX1 inh | SMN2 splice enh | Lamin A splicing | HttQ103 aggreg
2 | O=C(CSc1nc2ccccc2n1Cc1cccc(Cl)c1)N1CCN(c2ccc(F)cc2)CC1 | x | x | u | x | x
3 | CCCCn1cnc2cc(NCc3ccccc3Cl)ccc21 | x | x | 18% | x | x
4 | O=C(CCCCCn1c(=O)c2sccc2n(CC(=O)Nc2cccc(Cl)c2)c1=O)NCc1ccc2c(c1)OCO2 | x | x | -16% | x | x
5 | COc1cc(C(c2c(C)[nH][nH]c2=O)c2c(C)[nH][nH]c2=O)ccc1OC(=O)c1cccc(C)c1 | x | x | 3% | x | x
6 | COCCn1c(SCC(=O)Nc2ccc(F)c(Cl)c2)nc2c(oc3ccccc32)c1=O | x | x | -1% | x | x

# Returning to the listing with the 4 entries that preceded the break.
(3) CCCCn1cnc2cc(NCc3ccccc3Cl)ccc21
(4) O=C(CCCCCn1c(=O)c2sccc2n(CC(=O)Nc2cccc(Cl)c2)c1=O)NCc1ccc2c(c1)OCO2
(5) COc1cc(C(c2c(C)[nH][nH]c2=O)c2c(C)[nH][nH]c2=O)ccc1OC(=O)c1cccc(C)c1
(6) COCCn1c(SCC(=O)Nc2ccc(F)c(Cl)c2)nc2c(oc3ccccc32)c1=O
(7) Cc1cccc(N2CCN(C(=O)CCC(=O)NNc3nc4ccccc4c4nc(C)nn34)CC2C)c1 (configuration not stated)
(8) Cc1nc2c(-c3ccccc3)c(C)[nH]n2c(=O)c1Cc1ccc(Br)cc1
(9) C[C@H]1[C@H](C)CC[C@@]2(C(=O)O)CC[C@]3(C)C(=CC[C@H]4[C@@]5(C)C[C@@H](O)[C@H](O)[C@@](C)(CO)[C@@H]5CC[C@@]43C)[C@@H]12
(10) NC(CC(=O)Nc1ccc(Oc2cc(F)c(F)cc2Br)cc1)C(=O)O (configuration not stated)
(11) CCCN1CCCC(c2cccc(S(C)(=O)=O)c2)C1 (configuration not stated)
(12) CCCc1nc(C(C)(C)O)c(C(=O)O)n1Cc1ccc(-c2ccccc2-c2nn[nH]n2)cc1

Assay by compound	3	4	5	6	7	8	9	10	11	12
HTT cytoprotect	x	x	x	x	x	x	16%	x	x	x
CBFb-RUNX1 inh	x	x	x	x	x	x	x	7%	9%	7%
SMN2 splice enh	18%	-16%	3%	-1%	-18%	-43%[inhibitor]	x	x	x	x
Lamin A splicing	x	x	x	x	x	x	x	x	x	x
HttQ103 aggreg	x	x	x	x	x	x	x	x	x	x

(13) COc1ccc(-c2cn3cccnc3n2)cc1NC(=O)c1cc(C)cc(C)c1
(14) CC(O)CNC(=O)C(=O)Nc1c2c(nn1-c1ccc(Cl)cc1)CSC2 (configuration not stated)
(15) CCCC[C@H](O)c1ccccc1
(16) O=c1cc(O)c(Cl)c[nH]1
(17) CCCOC(=O)c1ccc(N)cc1
(18) NC1CCN(c2nc3c(cc2F)c(=O)c(C(=O)O)cn3-c2ccc(F)cc2F)C1 (configuration not stated)

Assay by compound	13	14	15	16	17	18
HTT cytoprotect	x	x	-3%	11%	-32%[inhibitor]	30%
CBFb-RUNX1 inh	x	x	x	x	x	x
SMN2 splice enh	x	x	x	x	x	x
Lamin A splicing	u	u	x	x	x	x
HttQ103 aggreg	x	x	1%	22%	10%	4%

(19) COc1ccc(-c2cc(=S)ss2)cc1
(20) Cc1c(Cn2ccnc2)c2ccccc2n1CCC(=O)O
(21) CCN(CC)C(=O)Nc1ccc(OC[C@H](O)CNC(C)(C)C)c(C(C)=O)c1
(22) CCNC(=O)NCc1cccc(Cl)c1
(23) C[C@H](O)CN(C)C
(24) Cc1ccc(S(=O)(=O)NC(=O)NC2CCCCC2)cc1
(25) CCOC(=O)[C@H](CCc1ccccc1)N[C@H]1CS[C@H](c2cccs2)CN(CC(=O)O)C1=O

Assay by compound	19	20	21	22	23	24	25
HTT cytoprotect	-10%	u	-5%	3%	-12%	-21%	-15%
CBFb-RUNX1 inh	x	x	x	x	x	x	x
SMN2 splice enh	x	x	x	x	x	x	x
Lamin A splicing	x	x	x	x	x	x	x
HttQ103 aggreg	12%	7%	-14%	7%	-5%	20%	-8%

# High-throughput results deposited in PubChem BioAssay by National Center for Advancing Translational Sciences (NCATS).
